Screening results deposited in PubChem by Sanford-Burnham Center for Chemical Genomics.
Hsp70 displacement = small molecules displacing fluorescent ligand from Hsp70 – biochemical, fluorescence polarization, primary screen (AID 583) | Hsp70 fluorescence polarization probe displacement, mP; higher % means a stronger effect | displacement, % at 20 µM, or IC50 in µM where a hit was titrated | actives 0.06% (n = 140,000); in the data active = displacement above about 50%;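 note: plate controls were vehicle for no effect and reference ligand for full effect; a part of the inactive calls stands beside numbers as strong as those of hits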
MKP-3 inhibition = MKP-3 phosphatase inhibitors, primary screen, biochemical, rat enzyme, in vitro (AID 425); recombinant MKP-3 phosphatase activity, fluorescence; higher % means a stronger effect; inhibition, % at 20 µM; hits with a dose series show IC50 in µM; actives 0.17% (n = 110,000); in the data active = inhibition above about 50%;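 note: plate controls were vehicle for no effect and reference inhibitor for full effect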
* marks the source's active call; other numbers are inactive results; . = not tested or not shown; & = joins results of further samples. Some of the compounds tested (hit frequency here may not be typical).

The line under a structure holds: Hsp70 displacement, MKP-3 inhibition
O=C1N/C(=N\N=C\c2ccc(O)cc2)SC1Cc1ccccc1 (stereo not given)
    0.2%, 0%
CCOc1cc(/C=C(\C#N)C(=O)NC(C)c2ccccc2)ccc1O (stereo not given)
    0.7%, 2%
COc1ccc(/C(O)=C2/C(=O)C(=O)N(CCN3CCOCC3)C2c2ccc(C)cc2)cc1 (stereo not given)
    6.0%, -7%
CCOc1cc(C)nc(NCCc2ccc(OC)c(OC)c2)n1
    0.5%, -12%
Cc1ccc(Cn2c(C)nc3c(c2=O)c2nc4ccccc4nc2n3Cc2ccco2)cc1
    -2.4%, 4%
CC1CCCC2(C1)NC(=S)c1c(sc3c1CCCC3)N2 (stereo not given)
    -3.7%, .
Cc1ccc(C(=O)Nc2ccc(C(=O)OCC(C)C)cc2)cc1[N+](=O)[O-]
    2.0%, 2%
COCCn1nnnc1C(c1cc2cc(C)cc(C)c2[nH]c1=O)N1CCN(c2ccccc2F)CC1 (stereo not given)
    2.8%, 4%
C/C(=N\N1C(=O)CN(Cc2ccccc2)C1c1ccccc1)c1ccccc1 (stereo not given)
    4.4%, 1%
COc1cc(-c2nn3c(-c4ccco4)nnc3s2)cc(OC)c1OC
    0.2%, 1%
COc1ccc(NC(=O)c2ccc(Br)o2)c(OC)c1
    -2.8%, -1%
CC(C)CC(=O)N1CCN(Cc2cccc(Oc3ccccc3)c2)CC1
    -3.0%, 4%
O=C/C(=C\Nc1cccc(N/C=C(\C=O)c2nc3cc(Cl)ccc3o2)n1)c1nc2cc(Cl)ccc2o1
    4.9%, 0%
O=S(=O)(NCc1ccccc1)c1ccc2c(c1)OCCO2
    6.2%, 0%
COc1cc(C(C(=O)NC(C)(C)C)N(Cc2ccccc2)C(=O)c2cnccn2)cc(OC)c1OC (stereo not given)
    -2.8%, -6%
COc1ccc(-c2csc(/C(C#N)=C(\O)CSc3nccn3C)n2)cc1OC
    -10%, 8%
Cn1c(NC(=O)c2ccco2)cc(=O)n(C)c1=O
    0.1%&-3.4%, -10%&2%
O=C(Nc1ccc2c(c1)OCCO2)C(F)(F)F
    2.8%, 1%
O=S(=O)(c1ccc(Cl)cc1)n1nnc2ccccc21
    -1.5%, .
O=C1NCCCc2c1oc1ccc(O)cc21
    -1.1%, 2%
CCC(=O)NCCC(c1ccco1)c1ccccc1OC (stereo not given)
    5.5%, 7%
CCc1nc(SCc2ccc(C(=O)OC)o2)c2c(=O)n(C)c(=O)n(C)c2n1
    4.3%, -3%
C=CCSc1ncccc1C(=O)NCc1ccc(C)cc1
    0.2%, .
CCCCOc1ccc(N2C(=O)CC(NCCc3ccc(S(N)(=O)=O)cc3)C2=O)cc1 (stereo not given)
    2.1%, .
COc1ccc(N(C)S(=O)(=O)c2cccc(C(=O)Nc3ccc(-n4cnnn4)cc3)c2)cc1
    -2.5%, 4%
CCN(C(=O)Cc1ccc(Br)cc1)C1CCCCC1
    0.7%, .
O=[N+]([O-])c1ccc([C@H](O)[C@H](CO)N=Cc2ccccc2O)cc1
    -0.4%, .
Cc1onc(-c2ccccc2Cl)c1C(=O)NCc1cccs1
    1.4%, 6%
O=S(=O)(Cc1ccc(Cl)cc1)Nc1ccc2c(c1)OCO2
    2.2%, -6%
Cn1nccc1C(=O)Nc1nc2ccccc2s1
    -2.7%, 3%

Brought forward from above: 6 entries, then new ones.
The line under a structure holds: Hsp70 displacement, MKP-3 inhibition
COc1ccc(N(C)S(=O)(=O)c2cccc(C(=O)Nc3ccc(-n4cnnn4)cc3)c2)cc1
    -2.5%, 4%
CCN(C(=O)Cc1ccc(Br)cc1)C1CCCCC1
    0.7%, .
O=[N+]([O-])c1ccc([C@H](O)[C@H](CO)N=Cc2ccccc2O)cc1
    -0.4%, .
Cc1onc(-c2ccccc2Cl)c1C(=O)NCc1cccs1
    1.4%, 6%
O=S(=O)(Cc1ccc(Cl)cc1)Nc1ccc2c(c1)OCO2
    2.2%, -6%
Cn1nccc1C(=O)Nc1nc2ccccc2s1
    -2.7%, 3%
CCOc1ccc(NC(=O)C2=C(C)NC(=S)NC2c2ccc(OC)c(OC)c2)cc1 (stereo not given)
    5.7%, 6%
CCOC(=O)c1nn(-c2c(C)n(C)n(-c3ccccc3)c2=O)cc1O
    10%, -6%
CS(=O)(=O)N1CCC(C(=O)NCCc2ccccc2)CC1
    8.9%, .
CCC(=O)Nc1ccc(S(=O)(=O)NCc2ccco2)cc1
    1.1%, .
COc1cccc(OCCNc2cc(N3CCCC3)ccc2[N+](=O)[O-])c1
    3.1%, 0%
CCOc1ccc(S(=O)(=O)N2CCN(S(=O)(=O)c3ccc(OCC)cc3)C(C)C2)cc1 (stereo not given)
    2.2%, -14%
CCOc1ccccc1Oc1cn[nH]c1-c1ccc(OC)cc1O
    1.4%, -1%
COc1ccc2c(c1OC)C(=O)N(c1nc(-c3ccccc3)c(C(=O)c3ccccc3)s1)C2=O
    0.0%, 2%
CCOC(=O)CN(c1cccc(C(C)=O)c1)S(C)(=O)=O
    4.5%, .
CCCCCOC(=O)C1=C(C)NC2=C(C(=O)CCC2)C1c1cccc(Cl)c1Cl (stereo not given)
    -4.7%, 1%
COCCNC(=O)CN(c1cccc(OC)c1)S(=O)(=O)c1ccccc1
    0.5%, 2%
c1ccc2c(c1)nc(Nc1ccc3c(c1)OCO3)c1nnnn12
    4.0%, 0%
CCSc1nnc(N)s1
    0.1%, -6%
Cc1c(Cl)cccc1NC(=O)CN1CCN(CCO)CC1
    1.6%, -6%
O=C(Nc1ccc(Cl)cc1)N1CCN(c2ccc(Cl)cc2)CC1
    2.6%, 0%
CCn1nc(C)c(Cc2c(C)nn(CC)c2C)c1C
    -1.3%, -1%
CC(C)OC(=O)c1c(F)c(F)c(N2CCOCC2)c(F)c1F
    2.0%, -2%
COc1ccc(OCc2nnc(SC3CCOC3=O)n2-c2ccccc2)cc1 (stereo not given)
    -1.8%, -1%
C=CCN(CC(=O)NCc1ccccc1)C(=O)c1csnn1
    4.2%, 2%
Cc1nnc(C)n1/N=C/c1cccn1C
    -3.0%, -5%
O=C(COc1ccccc1[N+](=O)[O-])Nc1ccc(N2CCOCC2)cc1
    -3.4%, 1%
c1ccc(N2CCN(c3nnc(Cc4cccnc4)c4ccccc34)CC2)nc1
    4.2%, 6%
COc1ccc(/C=C/C(=O)Nc2ccc(OC(F)(F)F)cc2)cc1
    0.4%, -3%
COc1ccc(C2CC(C(F)(F)F)n3nc(C(=O)Nc4cccc(C(C)O)c4)cc3N2)cc1 (stereo not given)
    1.1%, -3%
O=C(CSc1ncnc2ccccc12)Nc1ccc2c(c1)OCO2
    4.1%, -5%
CCOP(=O)(OCC)C(Nc1ccccc1)c1cccc([N+](=O)[O-])c1 (stereo not given)
    11%, 0%
COCCn1nnnc1C(c1cccc(OC)c1OC)N1CCN(C2CCCCC2)CC1 (stereo not given)
    2.2%, -8%
c1ccc(OCc2nn3c(Cn4nnc5ccccc54)nnc3s2)cc1
    0.3%, -16%
COC(=O)C1=C(C)N(C2CCCC2)C(=O)C1(NC(C)=O)C(F)(F)F (stereo not given)
    4.1%, -4%
O=C1CCCC2=C1C(c1ccccc1O)C1=C(CCCC1=O)O2
    -0.4%, 5%

2 entries picked at random from those above:
The line under a structure holds: Hsp70 displacement, MKP-3 inhibition
CCOC(=O)c1nn(-c2c(C)n(C)n(-c3ccccc3)c2=O)cc1O
    10%, -6%
O=C1CCCC2=C1C(c1ccccc1O)C1=C(CCCC1=O)O2
    -0.4%, 5%

Following part
The line under a structure holds: Hsp70 displacement, MKP-3 inhibition
Cc1ccc(-c2ccc(/C=C3/SC(=S)NC3=O)o2)cc1Cl
    -4.2%, 0%
CCS(=O)(=O)N1CCC(C(=O)NCCCN2CCC(Cc3ccccc3)CC2)CC1
    1.0%, -9%
CC(C)n1c(-c2ccc(N(C)C)cc2)nc2ccccc21
    -3.5%, -6%
O=C(Cn1c(NCCO)nc2ccccc21)c1ccco1
    -5.0%, .
Cc1c(-n2cc(C(=O)O)c(=O)c3cc(F)c(N4CCCC4)c(F)c32)c(=O)n(-c2ccccc2)n1C
    2.0%, 1%
Cc1cc(C(=O)COC(=O)CCCN2C(=O)c3ccccc3C2=O)c(C)n1C
    4.7%, -5%
O=C(NCc1ccccc1)NC1(C(=O)N2CCN(c3ccccc3)CC2)CCCCC1
    -3.6%, -1%
COc1ccc(Nc2nnc(Cc3ccc(Cl)cc3)c(=O)[nH]2)c(OC)c1
    -3.7%, 8%
CC(C)(C)c1ccc(OCC(=O)Nc2cccc(NC(=O)c3cccc(Cl)c3)c2)cc1
    -3.4%, 11%
COc1ccc(C(=O)NCc2cccnc2)cc1S(=O)(=O)N1CCOCC1
    1.5%, 2%
CCN(C(=O)COC(=O)c1cc2ccccc2cc1O)C1CCS(=O)(=O)C1 (stereo not given)
    5.4%, .
CCOC(=O)C1=C(C)N=c2s/c(=C\c3ccc(OCC)cc3)c(=O)n2C1c1ccccc1 (stereo not given)
    1.9%, 3%
CC(C)=CCCC(C)CC1OCC(C)O1 (stereo not given)
    -2.8%, -3%
CC(C)COc1ccc(C(=O)Nc2cccc3ccccc23)cc1
    -5.3%, -1%
O=C1CC(=O)N(c2ccc(Br)cc2)N1
    2.5%, 0%
Cc1ccc(N2C(=O)c3oc4ccccc4c(=O)c3C2c2cccc(O)c2)nc1 (stereo not given)
    -1.0%, -3%
O=c1cc(N2CCC3(CC2)OCCO3)[nH]c(=O)n1-c1ccc(Br)cc1
    1.6%, .
COC(=O)c1ccc(/C=C2/C=C(c3ccc(OC)cc3)OC2=O)cc1
    -17%, 5%
COC(=O)c1ccccc1NC(=O)Cn1cc(Br)cn1
    -4.5%, -10%
O=C(Cn1c(NCCO)nc2ccccc21)NCCc1ccc(F)cc1
    7.6%, .
CCN(CC)CCn1c2ccccc2c2nc(C)sc21
    2.0%, -2%
CCOC(=O)C1=NN(C(=O)Cc2ccccc2)C(O)(c2ccc(Cl)cc2)C1 (stereo not given)
    5.5%, 2%
O=C(Nc1nc2n(n1)C(c1ccccc1)CC(c1ccc(Cl)cc1)N2)c1ccco1 (stereo not given)
    -2.0%, -8%
COc1ccc(OCC(O)COc2ccc(C(=O)O)cc2)cc1 (stereo not given)
    -0.6%&2.7%, 6%&0%
CCOC(=O)c1[nH]c2ccc(OCC)cc2c1NC(=O)CN1CCC2(CC1)OCCO2
    2.9%, -3%
O=C(O)c1ccc2c(c1)c1c(n2Cc2ccccc2)CCS(=O)(=O)C1
    -13%, 0%
COC(=O)COc1ccc(C(=O)OC)cc1
    6.2%, -5%
CC(c1ccco1)N(C(=O)C12CC3CC(CC(C)(C3)C1)C2)c1ccccn1 (stereo not given)
    3.2%, .
N#CC(C#N)=Cc1ccc(-c2ccc(S(N)(=O)=O)cc2)o1
    -0.3%, 4%
CCOc1ccc(NC(=O)Nc2cc(C)ccc2F)cc1
    0.7%, .

(more compounds)
The line under a structure holds: Hsp70 displacement, MKP-3 inhibition
CCOc1ccc(N2C(=O)NC(=O)/C(=C\c3ccc(N(CC)CC)cc3OC)C2=O)cc1
    -8.5%, 0%
CC(C)(C)N1C(=O)NC(=O)C(=Cc2ccc([N+](=O)[O-])s2)C1=O
    -1.3%, 2%
Cc1ccc(-c2[nH]c(=O)n3ccncc23)s1
    22%, -12%
CCN(CC)S(=O)(=O)c1ccc(NC(=O)CN(c2cccc(F)c2)S(C)(=O)=O)cc1
    -7.0%, 1%
COC(=O)C1=CN(C(C)C)C=C(C(=O)OC)C1c1cc2c(cc1Br)OCO2
    6.4%, 0%
CCOc1ccc(NC(=S)NC(NC(=O)c2ccccc2)C(Cl)(Cl)Cl)cc1 (stereo not given)
    4.6%, 2%
COc1ccc(CCNc2oc(COc3ccc(F)cc3)nc2C#N)cc1
    0.4%, -3%
CCOc1ccc(C(=O)NC(C)C2COc3ccccc3O2)cc1 (stereo not given)
    0.6%, 1%
Cc1ccc(N=C2NC(=O)/C(=C/c3ccc(F)cc3)S2)cc1Cl
    -0.7%, 9%
Cn1c2ccccc2c2nn(-c3ccccc3)c(=O)cc21
    -4.4%, -8%
CC(C)OCCCN1C(=O)c2[nH]nc(-c3ccccc3O)c2C1c1cccc(Cl)c1 (stereo not given)
    3.6%, -1%
CN1CCN(Cc2c(C#N)c3ccccc3n2C)CC1
    -5.9%, 2%
COc1ccc(CCNS(=O)(=O)c2ccc(Cl)cc2)cc1
    -3.2%, 4%
CCCCOC(=O)c1ccc(NC(=O)c2ccc(I)cc2)cc1
    -4.7%, 4%
O=C(NCc1ccccn1)C12CC3CC(CC(C3)C1)C2
    2.8%, -7%
O=C(OCCCCN1C(=O)c2ccccc2C1=O)c1n[nH]c2ccccc12
    3.6%, -1%
COc1ccc(C)cc1NC(=O)COc1ccc(Br)c(C)c1
    -1.4%, 3%
COc1cc(/C=N/NC(=O)CCc2cc(C(C)(C)C)c(O)c(C(C)(C)C)c2)cc(Br)c1O
    1.8%, -2%
Cc1cccc(OCCCCN2CCCC2)c1
    1.5%, 0%
O=C1c2oc3ccc(Br)cc3c(=O)c2C(c2cccc(F)c2)N1CCO (stereo not given)
    -2.4%, 5%
CCn1nc(NS(=O)(=O)c2ccccc2)c2cc3cccc(C)c3nc21
    1.7%, -8%
Cc1ccc(CCNS(=O)(=O)c2ccc(C)cc2)cc1
    0.9%, .
Cc1cc(C)c(OCC(=O)Nc2ccc(I)cc2)c(C)c1
    0.0%, 4%
CC(=NCCCNC1CCCCC1)C1=C(O)CC(C)(C)CC1=O
    2.1%, -4%
COc1ccccc1-n1c(CNC(=O)COc2ccccc2)n[nH]c1=S
    ., -4%
